D2 antag – antagonists of human D2 dopamine receptor | P14416 | HEK293 TREx D2 cells, calcium flux, dopamine EC80 | inhibition, % at 10 µM | hit rate 2% among 340,000; in the data active means inhibition above about 30%; further: 0% is about no effect
Target sequence (P14416 whole entry, looked up): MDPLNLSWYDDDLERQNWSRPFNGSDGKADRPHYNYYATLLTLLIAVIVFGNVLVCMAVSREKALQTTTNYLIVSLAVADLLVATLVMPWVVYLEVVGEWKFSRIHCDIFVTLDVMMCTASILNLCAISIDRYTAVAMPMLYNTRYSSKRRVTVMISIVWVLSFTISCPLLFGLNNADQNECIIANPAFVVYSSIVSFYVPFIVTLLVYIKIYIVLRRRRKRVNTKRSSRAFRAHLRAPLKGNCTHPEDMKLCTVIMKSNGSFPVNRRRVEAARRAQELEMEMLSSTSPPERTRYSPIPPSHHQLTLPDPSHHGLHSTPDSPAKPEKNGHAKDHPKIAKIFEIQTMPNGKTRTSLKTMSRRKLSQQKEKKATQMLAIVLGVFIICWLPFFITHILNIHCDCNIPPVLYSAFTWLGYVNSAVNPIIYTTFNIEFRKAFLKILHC
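Tetracycline-induced HEK293 T-REx cells expressing D2 force-coupled to calcium signalling were dye-loaded, exposed to compound for 180 s, then challenged with an EC80 of dopamine; calcium flux was followed kinetically for a further 180 s.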
TRHR PAM – allosterically enhances the human TRH receptor | TRHR cells, fluo-8 calcium fluorescence, EC20 TRH enhancement | enhancement, % at 2 µM | P34981 | hit rate 0.66% among 360,000; in the data active means enhancement above about 30%; further: 0% is about no effect
Target sequence (P34981 whole entry, looked up): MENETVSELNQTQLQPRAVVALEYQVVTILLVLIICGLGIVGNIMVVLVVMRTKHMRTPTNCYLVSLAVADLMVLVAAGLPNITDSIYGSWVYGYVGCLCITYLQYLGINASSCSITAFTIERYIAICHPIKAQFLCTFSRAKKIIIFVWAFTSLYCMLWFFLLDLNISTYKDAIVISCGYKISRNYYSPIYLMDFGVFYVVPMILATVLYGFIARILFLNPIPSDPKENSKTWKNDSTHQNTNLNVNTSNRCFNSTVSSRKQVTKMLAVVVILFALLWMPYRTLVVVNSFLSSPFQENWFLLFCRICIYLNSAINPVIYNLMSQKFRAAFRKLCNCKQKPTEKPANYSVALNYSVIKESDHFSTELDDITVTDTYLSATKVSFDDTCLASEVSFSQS
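TRHR-expressing cells loaded with fluo-8 calcium dye were read kinetically (ex 480/em 530) during compound addition, then stimulated with an EC20 of TRH (10 nM final). Enhancement of the Gq-mediated intracellular calcium response was scored.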
D2 ag – D2 dopamine receptor (human) agonism; activation, % at 2 µM; hit rate 0.53% among 340,000; HEK293 T-REx D2 cells, calcium flux agonist mode;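 active means activation over 3 SD above normal in the single-dose calcium agonist read, cut at about 30% in these data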; further: 0% is about no effect
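Agonism scored from kinetic calcium signal (1 read/sec, 180 s) following compound pin transfer, after a 10 s baseline. Cells: HEK293 Trex line expressing inducible D2 receptor coupled to calcium, dye-loaded after overnight culture at 30 C.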
D1 antagonist – human D1 dopamine receptor antagonism; P21728; hit rate 3.2% among 360,000; activity change, negative = inhibition, % at 10 µM; HEK293 TREx D1 cells, calcium flux, dopamine EC80; stronger effect = lower value; AID 504652; in the data active means activity change below about -30%; further: on the % scale 0 is the no-effect control and ±100 the full control effect
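Cells carrying a force-coupled, tetracycline-inducible human D1 receptor report calcium flux. Each well gets a 10 s baseline, compound with 180 s monitoring, then an EC80 dopamine stimulus with a second 180 s kinetic read.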
TRHR agonist – agonists of human TRH receptor; hit rate 0.18% among 360,000; TRHR cells, calcium flux fluo-8, FDSS agonist mode; activation, % at 2 µM; AID 493084; further: 0% is about no effect
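TRHR-expressing cells, plated overnight in medium with 10% serum, were loaded with fluo-8 calcium dye at room temperature. After a 10 s baseline, library compound was pin-added and calcium release was recorded kinetically (ex 480/em 530) as agonist response.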
D1 PAM – enhances dopamine response at the human D1 receptor | P21728 | HEK293 TREx D1 cells, calcium flux, dopamine EC20 potentiation | potentiation, % at 10 µM | hit rate 0.036% among 360,000 | AID 504651; in the data active means potentiation above about 30%; further: 0% is about no effect
D2 PAM – positive allosteric modulators of human D2 dopamine receptor | P14416 | HEK293 T-REx D2, calcium flux, EC20 dopamine potentiation | potentiation, % at 10 µM | hit rate 0.34% among 340,000;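 active means potentiation over 3 SD above the plate norm, cut at about 30% in these data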; further: 0% is about no effect
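Primary screen. Calcium kinetics in induced HEK293 T-REx D2 cells: compound pre-addition 180 s, EC20 dopamine, 180 s more.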
D1 agonist – human D1 receptor agonism; P21728; HEK293 T-REx D1 cells, calcium flux, agonist mode; activation, % at 2 µM; hit rate 1% among 360,000; further: 0% is about no effect
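Agonism was scored from calcium flux recorded over 180 s (1 read/s) after pintool compound addition, following a 10-cycle baseline. Cells were inducible force-coupled HEK293 TREx D1, plated overnight at 30 C and loaded with no-wash calcium dye.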
RXFP1 antag – antagonists of human relaxin receptor RXFP1. hit rate 0.59% among 350,000. activity change, negative = inhibition, % at 57.5 µM. Q9HBX9. HEK293-RXFP1, relaxin-stimulated cAMP HTRF, 30 min; stronger effect = lower value. AID 1259400;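 active means activity change of -60% or lower, but not beyond a set lower limit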; further: on the % scale 0 is the no-effect control and ±100 the full control effect
Active calls of the source: *; nt = no result given; & = joins results of further samples. Unless noted, no stated cut-off is given here; in the data, active means activation above about 30%; inactive means the rest.

The opening 2 compounds, to show the layout:
canonical_smiles,D2 antag,TRHR PAM,D2 ag,D1 antagonist,TRHR agonist,D1 PAM,D2 PAM,D1 agonist,RXFP1 antag
O=C1CN(c2nc3nonc3nc2N2CCCCC2)CCN1,-21.4,6.9,0.7,-10.4,0.2,-3.5,-1.2,0.2,0.4
Nc1nonc1-n1nnc(C(=O)N/N=C/c2cccc(O)c2)c1CN1CCCC1,nt,0.8,nt,10.9,0.3,-1.1,nt,3.3,4.0

Results (from the top)
canonical_smiles,D2 antag,TRHR PAM,D2 ag,D1 antagonist,TRHR agonist,D1 PAM,D2 PAM,D1 agonist,RXFP1 antag
O=C1CN(c2nc3nonc3nc2N2CCCCC2)CCN1,-21.4,6.9,0.7,-10.4,0.2,-3.5,-1.2,0.2,0.4
Nc1nonc1-n1nnc(C(=O)N/N=C/c2cccc(O)c2)c1CN1CCCC1,nt,0.8,nt,10.9,0.3,-1.1,nt,3.3,4.0
COc1cc(OC)c(OC)cc1CNCCCSc1nnnn1C,nt,-4.1,0.8,-6.5,0.5,-1.1,9.8,1.2,-0.9
CCOc1ccc2c(=O)c(Oc3ccccc3OCC)coc2c1,-11.2,2.9,-0.1,-11.6,-0.5,-6.1,3.4,2.2,-3.2
CCCCn1c(N)c(N(CC)C(=O)c2cccc(F)c2)c(=O)[nH]c1=O,-1.8,-0.3,3.6,-1.1,-2.3,-3.6,-2.7,3.7,-16.3
CCC(=S)/C=C1\Sc2ccc3ccccc3c2N1CCCS(=O)(=O)O,12.7,3.5,0.2,3.5,0.9,1.4,-0.8,2.5,nt
Cc1nc2c(-c3ccc(Cl)cc3)cnn2c2c1CCC2,15.2,3.9,-1.4,-3.9,-0.1,-3.4,5.9,2.1,14.4
O=C(CC1C(=O)NCCN1C(=O)Nc1ccccc1)Nc1cc(Cl)ccc1Cl (stereo not drawn),-15.0,-3.7,0.6,-7.0,-0.2,0.0,-14.8,2.8,-12.5
Nc1scn[n+]1Cc1cccc2cccnc12,-9.2,0.3,-1.7,-16.0,0.1,-5.8,3.0,1.6,-3.0
CCOC(=O)c1ccc(Cl)c(S(=O)(=O)N2CCCC2)c1,-31.5,1.6,0.0,8.4,-0.3,-1.9,9.2,-0.7,-8.0
COc1ccccc1NC(=O)CCC(=O)N/N=C(/C)c1ccc(C)cc1,4.3,1.3,0.1,10.3,0.2,-1.4,-6.3,2.0,-3.1
O=C(NC1CCCc2ccccc21)c1n[nH]c(=O)c2ccccc12 (stereo not drawn),6.5,4.4,1.8,-6.8,-0.3,-8.0,-3.7,-0.3,-14.2
O=C(NCc1ccc(F)cc1)C(=O)NCC(c1ccco1)N1CCOCC1 (stereo not drawn),nt,3.9,nt,4.9,-0.2,-2.8,nt,0.6,29.1
Cc1cc(NC(=O)CC(C)(C)C)nc2c1c(=O)oc1ccccc12,0.7,0.9,-0.4,9.3,0.6,5.5,21.1,-1.7,-24.9
CN(C)c1ccc(S(=O)(=O)N2CCCCC2)cc1NC(=O)CN1C(=O)NC2(CCCC2)C1=O,-19.8,6.7,-0.2,-41.8*,-0.8,4.0,-5.6,-1.2,-5.9
O=C(CNc1ccc2ccccc2c1)N/N=C/c1ccccn1,5.3,-4.1,0.2,13.7,1.4,-2.1,8.6,11.7,-16.9
NC(=S)N/N=C/c1cc([N+](=O)[O-])ccc1Cl,4.5,-0.2,0.3,1.4,-0.6,-3.6,2.7,-0.6,1.4
CCn1c(NC)cc(=O)n(C)c1=O,nt,2.0,0.9,-7.4,1.1,18.8,-7.3,0.2,-1.6
COc1ccc(C)cc1NC(=O)COC(=O)c1ccc(OCc2ccc(Cl)cc2Cl)c(OC)c1,-3.1,-9.7,0.7,-50.4*,0.1,-2.6,-3.5,1.2,-3.9
Cc1ccc(S(=O)(=O)N2CCOCC2)cc1C(=O)OCC(=O)NC1CC1,0.6,5.8,0.2,-2.7,0.5,-0.9,1.3,2.3,-4.8

Remaining list, next part.
canonical_smiles,D2 antag,TRHR PAM,D2 ag,D1 antagonist,TRHR agonist,D1 PAM,D2 PAM,D1 agonist,RXFP1 antag
Cn1cc(Cl)c(-c2nc3ccccc3[nH]2)n1,-8.7,6.7,0.9,8.3,-1.0,-3.1,10.0,5.0,0.2
COc1ccc(NC(=O)Cn2nc3c(cc2=O)CCCC3)cc1Cl,nt,3.0,nt,-3.5,0.6,-4.0,7.0,-0.3,11.4
O=C(CN(C(=O)CNC(=O)c1ccco1)c1ccccc1F)NC1CCCCC1,16.9,12.0,0.2,-13.1,0.0,-0.8,7.8,3.9,8.8
CC1CCc2c(sc3[nH]c(=S)n(C)c(=O)c23)C1 (stereo not drawn),-1.0,-0.8,-2.4,0.1,-1.3,2.0,13.1,2.3,-19.7
Cc1ccc(CNC(=O)CS(=O)Cc2nc(-c3ccccc3Cl)oc2C)cc1 (stereo not drawn),-9.0,-5.3,-1.4,-41.9*,0.5,0.7,-9.2,4.0,-1.1
COc1ccc2c(c1)OC[C@H]1[C@H]2N2C(=O)CN(CC3CCCO3)C(=O)[C@@]2(C)[C@H]1c1ccccc1 (stereo partly drawn),-6.9,2.6,0.1,40.9,0.3,-0.6,0.0,0.4,nt
CC(=O)NNc1ncnc2c1cnn2-c1ccccc1,6.3,5.6&-2.9,0.2&-0.1,4.4&-8.6,0.3&-0.3,6.0&-1.7,8.8&-1.1,4.4&-1.7,-8.6&-0.6
O=C(Cc1ccc(Cl)cc1)NC1CCS(=O)(=O)C1 (stereo not drawn),-2.9,7.1,0.4,26.5,0.2,-4.2,8.8,0.0,4.1
CCn1cc(C(=O)NC(=S)Nc2sc3c(c2C(=O)OC)CCCCCC3)cn1,-14.6,-4.0,-0.7,-7.7,0.3,0.8,5.9,21.6,-6.8
Cc1ccccc1NC(=O)CCCCC(=O)Nc1ccccc1C,-3.2,8.7,1.2,-17.9,0.7,2.4,0.3,-0.1,7.5
CC(=O)Nc1cc(ON=C(C)C)cc([N+](=O)[O-])c1,3.3,1.5,-1.6,-17.4,-0.5,-0.7,-5.4,1.3,3.4
O=C(CSc1nc2sccc2c(=O)[nH]1)N1CCN(c2ccccc2)CC1,-11.8,-1.6,6.0,17.5,-0.3,-0.8,-5.5,0.7,0.0
CC(C)NS(=O)(=O)c1ccc(CCC(=O)Nc2cc(Cl)ccc2Oc2ccccc2)cc1,-7.6,6.5,0.1,1.6,0.2,-2.1,4.1,3.6,-2.5
O=P(c1ccccc1)(c1ccccc1)c1nc(-c2ccccc2)oc1N1CCOCC1,nt,2.3,nt,10.5,0.1,-11.3,-2.4,0.5,-2.2
CCOC(=O)C(C)Sc1nc(=O)n2cccc(C)c2n1 (stereo not drawn),-12.6,2.3,-0.6,-4.9,0.5,-3.0,3.3,3.3,3.9
CCS(=O)(=O)N1Cc2ccccc2CC1C(=O)N(C)CC(=O)Nc1ccc(F)c(F)c1F (stereo not drawn),-0.9,-3.7,-0.2,8.6,-0.3,5.5,-5.6,-1.2,-1.6
O=[N+]([O-])c1cc([N+](=O)[O-])c(N2CCOCC2)cc1NCc1ccccc1,0.1,-6.9,-0.6,3.3,-1.0,-2.9,-1.6,0.5,-5.9
COc1ccc(-c2nnn(CC(=O)N(CCN3CCOCC3)C(C(=O)NC3CCCCC3)c3ccco3)n2)cc1 (stereo not drawn),15.7,-6.0,-0.5,6.3,-1.7,6.3,13.8,0.1,10.7
CCNC(=S)N/N=C/c1cccs1,-17.6,2.5,0.0,1.8,0.0,-0.9,4.0,1.3,12.7
CCNC(=S)N1CCC(C(=O)c2ccc(Cl)cc2)CC1,15.9,-2.1,-0.8,-10.1,0.1,-6.2,1.4,5.0,-2.5

Later entries:
canonical_smiles,D2 antag,TRHR PAM,D2 ag,D1 antagonist,TRHR agonist,D1 PAM,D2 PAM,D1 agonist,RXFP1 antag
CCOC(=O)c1nnn2c1nc(Nc1cccc(C(F)(F)F)c1)c1ccccc12,3.4,0.5,-0.1,-4.9,-0.4,-2.5,-3.0,1.0,-5.6
CC(c1nnc(SCC(=O)N2CCc3ccccc32)n1-c1ccc(Cl)cc1)N(C)C (stereo not drawn),-7.3,-5.8,-0.4,4.8,-0.2,2.0,-11.4,-1.1,3.2
Cn1c(=O)c2c(nc(Oc3ccccc3)n2Cc2c(Cl)cccc2Cl)n(C)c1=O,nt,-3.7,-1.1,-5.6,0.6,-0.3,-4.2,-2.1,nt
CN1C(=O)CSc2ccc(NC(=O)N3CCC(N4CCCCC4)CC3)cc21,6.2,-7.5,-0.3,9.5,0.2,-6.5,-3.8,-0.3,5.4
c1ccc2c(c1)oc1c(NCC3CCCO3)ncnc12 (stereo not drawn),21.9,36.9*,-1.1,8.1,0.0,-8.6,-6.1,1.6,-6.1
O=C(O)c1ccc2c(c1)C(=O)N(c1ccc(Nc3ccccc3)cc1)C2=O,9.0,13.0,-1.0,3.3,0.0,-8.2,0.1,1.0,13.7
CCC(=O)Nc1nc2ccc(NC(=O)c3cc(OC)c(OC)c(OC)c3)cc2s1,25.3,-15.0,-0.9,-7.7,-1.1,4.4,31.5*,0.0,-8.5
CCCCOc1c(Cl)cc(CNC(C)(C)CO)cc1OCC,-8.0,-2.4,-1.1,-8.2,0.0,-3.5,0.3,4.6,-27.5
COCCCNC(=O)c1cc2n(n1)CCCN(Cc1ccc(C)cc1)C2=O,nt,4.5,0.8,5.2,-1.4,-0.9,11.7,-0.6,3.5
Cc1ccc(-c2nc3ncccn3c2NC(=O)C2CC2)cc1,1.2,7.0,-0.1,17.7,0.1,-3.0,14.9,0.6,15.7
COc1cccc(NC(=O)N2CCCC2C(=O)NCc2ccco2)c1 (stereo not drawn),5.6,-3.3,0.4,4.5,0.4,-5.9,13.2,2.5,22.9
CCC1(C)C(Nc2c(C)cccc2C)=NC(=S)N1c1ccc(NC(C)=O)cc1 (stereo not drawn),-15.9,4.6,0.6,-24.9,-0.6,-1.9,-5.5,2.3,-5.0
Cc1ccc(NC(=O)CCS(=O)(=O)c2ccc(Br)s2)cc1,-7.9,-1.9,-3.2,-52.7*,-1.0,-8.3,nt,4.0,-4.3
O=[N+]([O-])c1ccc(N/N=C/c2cccc(O)c2)cc1,-11.6,2.0,3.0,-21.6,5.2,-11.1,-2.3,15.6,-39.9
COc1ccc(OC)c(N(CC(N)=O)S(=O)(=O)c2ccc(OC)c(OC)c2)c1,19.7,-11.9,-0.5,-6.2,-0.3,-0.6,-2.6,1.1,11.4
C/C(=N\Nc1cc(C(F)(F)F)ccc1Cl)c1ccccc1O,-8.8,-1.9,-0.4,-4.1,0.2,-3.4,-0.3,3.3,6.0
Cc1cc(N)n(-c2cc(C)c3ccccc3n2)n1,-25.6,-2.5,-2.4,6.2,-2.1,7.3,0.2,4.2,4.3
CC1CCCCN1Cc1nc2ccccc2c(=O)[nH]1 (stereo not drawn),9.9,-3.9,0.3,-2.8,-0.5,-6.3,5.6,2.1,-0.3
CCOC(=O)CSc1ncc(OC)c(Sc2ccc(Cl)cc2)n1,9.5,-4.4,0.3,-3.7,-0.1,1.9,10.2,3.5,-5.7

From PubChem BioAssay
